Bioassay records deposited in PubChem BioAssay by several laboratories.
LMPTP block: LMPTP (human) inhibition. P24666. recombinant LMPTP-A, OMFP fluorogenic substrate, fluorescence intensity. inhibition, % at 20 µM. hit rate 0.22% among 360,000. AID 651560;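 active = compounds that cut the enzyme signal by at least half of the control window in the single-dose screen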;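 note: plate controls were DMSO wells with enzyme plus substrate for no effect and substrate without enzyme for full effect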
Target sequence (P24666 whole entry, looked up): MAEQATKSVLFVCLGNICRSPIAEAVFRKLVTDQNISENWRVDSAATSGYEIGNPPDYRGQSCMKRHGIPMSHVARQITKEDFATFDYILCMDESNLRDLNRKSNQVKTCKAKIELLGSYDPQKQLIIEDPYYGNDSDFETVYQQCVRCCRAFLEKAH
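Test system – LMPTP-A phosphatase enzyme · Quantity – 0.625 nM LMPTP-A final · Reagent – OMFP substrate, 400 µM final · Dosing – one test concentration per compound, 20 µM, with 3% DMSO overall · Timing – 50 min enzyme reaction at room temperature, protected from light · Detection – fluorescence intensity · Controls – substrate-only low control, DMSO enzyme-plus-substrate high control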
SKN-1 inh: inhibitors of C. elegans SKN-1; C. elegans VP596 Pgst-4::GFP/RFP ratio, acrylamide-induced, 24 h; inhibition, % at 21.8 µM; hit rate 0.49% among 360,000; AID 624304;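 active = interference check ratio from 0.5 to 1.5 plus GFP to RFP signal ratio inhibition reaching or exceeding a fixed threshold, cut at about 30% in these data, passing the limit was not always enough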; note: some compounds called inactive have numbers as strong as hits
TbMetRS inhib: Trypanosoma brucei MetRS inhibition; inhibition, % at 11.9 µM; AID 624268; hit rate 0.4% among 360,000; purified T. brucei MetRS, ATP depletion, Kinase-Glo luminescence;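 active = inhibition above a per-plate cutoff of the control wells' mean inhibition plus 3 SD, cut at about 5.5% in these data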;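 note: 0% = DMSO wells median and 100% = median of wells with control inhibitor compound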
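Dosing: 11.9 µM compound single dose, 0.9% DMSO; Assay system: purified T. brucei MetRS enzyme; Measured by: Kinase-Glo luciferase luminescence reporting remaining unconsumed ATP; Schedule: 15 min plus 2 h at 25 °C.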
DNMT1 inh: blocks human DNA methyltransferase DNMT1. P26358. DNMT1 molecular beacon, Hinp1I cleavage, fluorescence. inhibition (reported as % activation of signal), % at 10 µM. hit rate 0.83% among 360,000; in the data active = inhibition above about 50%
NadD inh: NadD (S. aureus) enzyme inhibition; AID 602399; inhibition, % at 20 µM; hit rate 0.78% among 360,000; purified NadD enzyme, colorimetric absorbance read-out; in the data active = inhibition above about 26%; note: some compounds past the cut are filed as inactive
STEP inh: inhibitors of human striatal-enriched phosphatase STEP; AID 588621; inhibition, % at 20 µM; P54829; hit rate 0.25% among 360,000; recombinant STEP, OMFP fluorogenic substrate, fluorescence;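 active = inhibition at 20 µM, scaled per plate between control wells, above about 37%, limit read from the data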;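 note: 0% = DMSO with enzyme and substrate and 100% = substrate only without enzyme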
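Assay system: isolated STEP enzyme / Timing: 20 min at room temperature, dark / Doses: 20 µM, 1% DMSO / Technique: fluorescence intensity, excitation 480 nm, emission 540 nm / Reagent: fluorogenic phosphatase substrate OMFP at 25 µM final / Measure: percent inhibition scaled to no-enzyme and uninhibited-enzyme controls, plate-pattern corrected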
Scp1 inh: Scp-1 (human) phosphatase inhibition. hit rate 0.88% among 340,000. Recombinant Scp1, phosphopeptide, malachite green phosphate absorbance. AID 493091. inhibition, % at 20 µM;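 active = inhibition above about 50% at 20 µM, limit read from the data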;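 note: plate controls were DMSO wells with enzyme for no effect and wells lacking enzyme for full effect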
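assay system = SCP-1 phosphatase catalytic domain, residues 76-261 | buffer or medium = 50 mM Tris acetate pH 5.5, 0.005% Tween-20, 10 mM MgCl2 | incubation = enzyme reaction 45 min at room temperature, colour 5 min, stabilisation 30 min | signal = Phosphate-binding colour reagent, absorbance read at 630 nm | measure = % inhibition at 20 µM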
CendR NRP1 mod: alters CendR peptide binding to human NRP-1. FAM-RPARPAR peptide binding to NRP-1, fluorescence polarization. AID 602438. O14786. inhibition, % at 25 µM. hit rate 0.85% among 360,000;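 active = inhibition or corrected inhibition above about 18%, plus a signal ratio from 0.5 to 1.5, limit read from the data, passing the limit was not always enough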; note: strong numbers were not always called active
Target sequence (O14786 whole entry, looked up): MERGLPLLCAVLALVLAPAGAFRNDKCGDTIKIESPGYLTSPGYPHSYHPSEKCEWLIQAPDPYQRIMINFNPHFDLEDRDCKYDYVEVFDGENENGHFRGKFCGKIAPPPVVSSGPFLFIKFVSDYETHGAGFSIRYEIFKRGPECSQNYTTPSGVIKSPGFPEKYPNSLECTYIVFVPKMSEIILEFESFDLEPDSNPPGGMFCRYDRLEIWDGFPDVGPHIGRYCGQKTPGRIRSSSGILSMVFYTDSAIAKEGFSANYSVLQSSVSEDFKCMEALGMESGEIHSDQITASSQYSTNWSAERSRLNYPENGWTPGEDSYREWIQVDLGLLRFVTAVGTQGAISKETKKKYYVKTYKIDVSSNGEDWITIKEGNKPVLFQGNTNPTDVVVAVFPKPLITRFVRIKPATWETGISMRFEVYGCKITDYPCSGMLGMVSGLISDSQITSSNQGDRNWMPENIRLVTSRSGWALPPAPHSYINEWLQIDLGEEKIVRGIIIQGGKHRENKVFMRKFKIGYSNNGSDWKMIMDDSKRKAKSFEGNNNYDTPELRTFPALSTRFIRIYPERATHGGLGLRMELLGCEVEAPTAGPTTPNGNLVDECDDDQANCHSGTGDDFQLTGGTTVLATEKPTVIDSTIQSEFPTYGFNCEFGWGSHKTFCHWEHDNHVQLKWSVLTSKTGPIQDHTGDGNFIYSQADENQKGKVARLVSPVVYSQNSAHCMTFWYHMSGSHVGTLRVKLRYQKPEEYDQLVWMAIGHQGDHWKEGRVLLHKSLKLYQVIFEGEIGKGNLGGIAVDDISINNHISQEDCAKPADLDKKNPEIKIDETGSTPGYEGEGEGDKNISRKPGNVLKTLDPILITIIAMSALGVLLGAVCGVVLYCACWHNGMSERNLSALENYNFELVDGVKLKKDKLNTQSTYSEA
Neddyl block: blocks human cullin neddylation. P61081+Q13564. TR-FRET cullin neddylation, biochemical. calls only at 25 µM. hit rate 0.58% among 360,000; in the data active = inhibition above about 36%
SUMO1 PPI mod: modulators of human SUMO1-mediated protein-protein interactions | hit rate 0.33% among 360,000 | SUMO1 binding to a labelled peptide, TR-FRET, 1 h | inhibition, % at 20 µM; in the data active = inhibition above about 37%
* hit, by the source's call; i = inactive; · = no result given; + = active, no number.

SMILES	LMPTP block	SKN-1 inh	TbMetRS inhib	DNMT1 inh	NadD inh	STEP inh	Scp1 inh	CendR NRP1 mod	Neddyl block	SUMO1 PPI mod
CC(C)Cn1c(/C=C/c2ccco2)nc2ccccc21	3.2	10	0.0	1	2	-1	-1	-44	i	-1
COc1ccc(-c2cccc(C3CC=CC4C3C(=O)N(Cc3ccccc3)C4c3ccc4ccccc4c3)c2)cc1 (stereo unspecified)	5.8	-12	-0.2	9	31*	3	-7	28*	i	1
Cc1nnc(SCC(=O)NNC(=O)COc2ccc(Cl)cc2)n1C	-0.5	-5	-0.8	2	-2	2	-5	19	i	1
COC(=O)c1sc(NC(=O)c2ccc3c(c2)OCO3)c(C#N)c1C	-0.8	0	-0.3	6	4	0	5	-1	i	5
CCN1CCN(c2ccc(S(=O)(=O)N3CCCCC3)cc2NC(=O)c2ccc([N+](=O)[O-])o2)CC1	0.1	-11	-0.2	-3	1	0	0	-2	i	-19
C=CCn1c(C)cc(C(=O)CSc2nnc(Cc3ccccc3)o2)c1C	0.6	1	-1.1	-7	4	4	-7	5	i	-1
COCCCNC(=S)N(CCO)Cc1cc2cc3c(cc2[nH]c1=O)OCO3	-0.1	7	-0.5	-3	6	3	0	-1	+	5
COc1ccccc1NC(=O)CCCCCN1C(=O)c2cccc3cccc(c23)C1=O	0.9	-6	0.2	0	-4	1	-6	10	i	-29
COc1ccc(CNC(=O)c2csc3c2CCCC3)cc1	-1.0	12	-0.3	-4	1	1	-2	0	i	6
CCc1ccc(NC(=O)Cn2ncn3c(cc4ccccc43)c2=O)cc1	0.1	-10	-0.8	-13	15	-1	13	-14	i	2
COCCNC(=O)c1ccc(Cn2c(=S)[nH]c3cc4c(cc3c2=O)OCO4)cc1	-1.5	-2	-0.3	0	3	1	-5	-11	i	0
COc1ccc(-c2cccc(NS(=O)(=O)c3ccc([N+](=O)[O-])cc3)c2)nn1	0.7	10	0.5	-3	-13	1	11	18	i	-27
COc1ccc(NC(=O)CCC(=O)c2cccs2)c(OC)c1	-0.9	0	0.1	-5	5	0	-2	-3	i	1
CCOc1ccc(S(=O)(=O)N2CCC(C(=O)OCc3cccc(OC)c3OC)CC2)cc1	3.1	-15	0.3	-6	1	2	-11	-5	i	1
COc1ccc(NC(=O)[C@@]2(CC(=O)O)CC(/C=C/c3ccccc3)=NO2)cc1	-0.3	-9	-0.4	-4	-4	0	4	4	i	-4
CO[C@H]1CN(C)C(=O)c2ccc(NC(=O)C3CCC3)cc2OC[C@H](C)N(Cc2ccccn2)C[C@@H]1C	-1.2	-2	0.3	·	·	·	·	-8	i	0
COc1ccc(NC(=O)CC2Nc3cccc4cccc(c34)NC2=O)cc1 (stereo unspecified)	2.1	14	0.1	-24	8	-1	9	-4	i	-1
COc1ccc(Cl)cc1NC(=O)Cn1nnc(C(=O)NCc2ccc3c(c2)OCO3)c1N	0.4	7	-0.9	1	0	-1	-4	4	+	-4
O=C(NC1CC1)[C@@H]1CSC2c3ccccc3C(=O)N21 (stereo partly specified)	1.5	3	-0.1	5	-2	-4	11	8	i	-4
CCCCCOC(=O)Nc1nnc(CCC)s1	-1.3	8	-0.6	4	-3	3	-7	-10	i	1
COc1ccccc1C(=O)Nc1cccc(S(=O)(=O)N2CCCC2)c1	1.2	11	0.0	-1	-2	3	6	11	i	0
O=Cc1c(C(=O)O)n(CC(=O)O)c2ccccc12	-2.2	0	0.0	6	2	2	10	-16	i	5
COCC(=O)Nc1nnc(SCC(=O)N2C(C)CCCC2C)s1 (stereo unspecified)	-0.7	15	-0.5	1	1	-1	-4	5	i	4
COc1ccc(/C=C/c2c([N+](=O)[O-])c(=O)n(C)c(=O)n2C)cc1O	5.4	2	-0.7	4	0	-1	-7	3	i	-18
Cc1ccccc1C(=O)Nc1nc(SCc2ccc(Cl)cc2)n[nH]1	2.3	-2	-0.7	5	-5	2	-14	-4	i	3
O=C(CSc1nccn1-c1ccccc1)Nc1ccc2c(c1)OCO2	-1.2	-16	-1.5	-3	-4	0	1	4	i	-1
CCN(C(=O)CSc1cc(-c2ccccc2)c2ccc(OC)cc2n1)C1CCS(=O)(=O)C1 (stereo unspecified)	2.2	-8	-0.6	-6	1	4	-2	3	i	-170
CC(C)COC(=O)N(C)C[C@H]1OCc2cn(nn2)CCCC(=O)N([C@H](C)CO)C[C@@H]1C	-0.8	-6	-1.4	3	0	-3	·	4	i	0
COc1ccccc1N(CC(=O)NCCc1ccccc1)C(=O)CCC(=O)Nc1ccccn1	0.4	9	-0.3	3	1	-2	-5	-2	i	7
Cc1ccc2c(C(=O)CNc3nncs3)c(C)[nH]c2c1	2.7	-5	-0.1	-6	-2	1	-5	-21	i	1

Among those listed so far, these contain a Cl atom.
SMILES	LMPTP block	SKN-1 inh	TbMetRS inhib	DNMT1 inh	NadD inh	STEP inh	Scp1 inh	CendR NRP1 mod	Neddyl block	SUMO1 PPI mod
Cc1nnc(SCC(=O)NNC(=O)COc2ccc(Cl)cc2)n1C	-0.5	-5	-0.8	2	-2	2	-5	19	i	1
COc1ccc(Cl)cc1NC(=O)Cn1nnc(C(=O)NCc2ccc3c(c2)OCO3)c1N	0.4	7	-0.9	1	0	-1	-4	4	+	-4
Cc1ccccc1C(=O)Nc1nc(SCc2ccc(Cl)cc2)n[nH]1	2.3	-2	-0.7	5	-5	2	-14	-4	i	3

Only SUMO1 PPI mod, DNMT1 inh and LMPTP block, for 3 of the compounds above:
Structure	SUMO1 PPI mod	DNMT1 inh	LMPTP block
O=C(CSc1nccn1-c1ccccc1)Nc1ccc2c(c1)OCO2	-1	-3	-1.2
CCN(C(=O)CSc1cc(-c2ccccc2)c2ccc(OC)cc2n1)C1CCS(=O)(=O)C1 (stereo unspecified)	-170	-6	2.2
CC(C)COC(=O)N(C)C[C@H]1OCc2cn(nn2)CCCC(=O)N([C@H](C)CO)C[C@@H]1C	0	3	-0.8

(list continues)
SMILES	LMPTP block	SKN-1 inh	TbMetRS inhib	DNMT1 inh	NadD inh	STEP inh	Scp1 inh	CendR NRP1 mod	Neddyl block	SUMO1 PPI mod
CC1=NN(c2ccccc2)C(=O)C1(C)C	-0.7	1	0.0	1	-1	5	-3	6	i	0
CCOC(=O)C(C)Sc1nnc(Cn2c(=O)sc3ccccc32)n1-c1ccccc1 (stereo unspecified)	-1.8	-4	-0.9	-2	2	0	18	-2	i	-2
Cc1cccc2nc(-c3cccnc3)c(NCCC(C)C)n12	11	10	-0.8	2	-17	5	6	0	·	1
O=S(=O)(c1ccc2c(c1)CCC2)N1CCNCC1	-0.5	-3	-0.2	-2	-4	-2	1	16	i	2
COc1cccc2c1N1C(=O)c3c(C(=O)O)cccc3C1CC2(C)C (stereo unspecified)	-1.9	-7	-0.4	5	-9	-2	3	-6	i	0
CCOc1ccc(NC(C)=O)cc1[N+](=O)[O-]	-1.3	6	-0.4	1	3	3	2	9	i	-14
CC(OC(=O)Cc1ccccc1F)C(=O)Nc1ccc(Cl)cn1 (stereo unspecified)	-0.5	-6	-0.2	0	-2	0	-4	-8	i	1
COc1ccc(C(C(=O)Nc2c(C)cccc2C)n2c(=O)c(-c3ccccc3)nc3ccccc32)cc1 (stereo unspecified)	2.8	5	-0.7	·	·	·	·	13	i	-32
CC(C)NS(=O)(=O)c1ccc(N2C(=O)c3ccccc3C2=O)cc1	0.2	-3	-0.8	4	-2	5	2	-8	i	-19
COc1ccccc1-c1cc(NC(C)=O)c2ncc(-c3ccc(F)cc3)n2c1	1.4	18	-0.4	1	-13	-2	·	-24	i	-11
COc1ccc(Cc2cc(-c3ccc(F)cc3)n[nH]c2=O)cc1	0.4	6	0.1	-1	-1	1	-8	16	i	0
CCN(/N=C/c1ccc(N(C)C)cc1)c1nc2ccccc2[nH]1	3.7	6	-0.1	-5	2	0	3	4	+	-6
COc1cccc(/C=N/n2c(-c3cc(C)[nH]n3)n[nH]c2=S)c1O	0.3	-2	-0.9	4	-1	1	20	9	i	0
CCOC(=O)c1ccccc1NC(=O)COC(=O)CCNS(=O)(=O)c1ccccc1	1.0	3	-0.1	0	-5	1	-11	17	i	-2
COc1cc(C)ccc1Oc1ccc([N+](=O)[O-])cc1	0.8	10	0.4	4	-4	4	-8	-6	i	-23
NS(=O)(=O)c1ccc(CCNC(=O)c2cc(-c3cc(Cl)ccc3O)n[nH]2)cc1	2.4	-3	32*	0	-2	-2	-4	-2	i	11
O=C(O)C1CCCCN1S(=O)(=O)c1cccc2nsnc12 (stereo unspecified)	-0.4	1	1.0	-1	-4	0	7	8	i	-18
CC(C)Cn1c(SCC(=O)Nc2cccnc2Cl)nnc1-c1ccco1	0.7	11	-0.4	-1	3	0	-1	-1	i	3
Cc1ccc2nc(Cl)c(/C=N/n3c(C)nnc3C)cc2c1	-0.8	10	-1.4	1	-1	3	-3	5	i	-17
Cn1c(/C=N/O)nc2ccccc21	-0.4	-4	1.8	1	-2	0	-2	9	·	-2
O=C(CCl)N1c2ccccc2SCC1c1ccccc1 (stereo unspecified)	-1.3	-10	0.8	16	5	-2	-4	11	i	8
CCCc1[nH]nc2c1C(c1ccc(OC)c(Cn3nnc4ccccc43)c1)C(C#N)=C(N)O2 (stereo unspecified)	1.2	20	-0.9	-15	6	-1	-14	12	i	-4
CCOc1ccc2[nH]c(C)c(CN3CCCCCC3)c(=O)c2c1	2.5	4	-0.8	0	-10	-2	-7	8	i	-8
C[C@H](NC(=O)COc1ccc(Cl)cc1)C(=O)N1CCC2(CC1)NCCc1[nH]cnc12	-2.1	0	0.3	-1	-8	3	-9	1	i	3
CCCN(Cc1nc(-c2ccc(Cl)cc2)no1)CC1CCCO1 (stereo unspecified)	1.5	6	0.3	-1	0	1	-2	-10	i	-3
O=C(/C=C/c1cccs1)NC(=S)NNC(=O)c1ccccc1O	-2.3	-4	-0.3	1	2	-1	-9	-1	i	-3
COc1ccc(N2CCN(C(=O)COC(=O)CCc3ccccc3OC)CC2)cc1	0.4	6	-0.4	-2	-4	-2	-7	1	i	8
O=C(NCc1cccs1)C1CCCN1C(=O)NC1CCCCC1 (stereo unspecified)	-1.1	18	-0.2	0	1	0	-2	4	i	-1
CCOC(=O)c1c(S(=O)(=O)NCc2ccc(OC)cc2)c(C)n(C)c1C	-0.8	-5	-0.6	0	-3	0	-8	-7	i	-2
COc1ccc2c(c1)OC[C@H]1[C@H]2N2C(=O)c3ccc(C)cc3NC(=O)[C@@]2(C)[C@H]1c1ccccc1	3.1	22	-0.5	-4	12	1	-18	1	i	-7
COc1ccc(N2CCN(C(=O)CN3C(=O)NC(c4ccc(OC)cc4)(c4ccc(OC)cc4)C3=O)CC2)cc1	1.9	-7	-0.5	-9	-6	-2	-5	14	i	-1
COCc1cc(=O)n2[nH]c(-c3ccccc3)cc2n1	-2.2	-13	-0.8	1	-8	-4	-2	9	·	2
